Assay outcomes: PubChem BioAssay, several laboratories
FadD28 binding: inhibitors of Mycobacterium tuberculosis FadD28 bisubstrate binding | FadD28 bisubstrate probe binding, fluorescence polarization | inhibition, % at 12.5 µM | 360,000 compounds, 0.22% hits; in the data active = inhibition above about 8.5%, passing the limit was not always enough; inconclusive = no clear call, values can overlap the other calls
Mtb UGM inh: blocks M. tuberculosis UGM enzyme; purified UGM, fluorescence polarization probe displacement; inhibition, % at 10 µM; P9WIQ1; 320,000 compounds, 0.06% hits; in the data active = inhibition above about 10%, passing the limit was not always enough; inconclusive = no clear call, values can overlap the other calls
Target sequence (P9WIQ1 whole entry, looked up): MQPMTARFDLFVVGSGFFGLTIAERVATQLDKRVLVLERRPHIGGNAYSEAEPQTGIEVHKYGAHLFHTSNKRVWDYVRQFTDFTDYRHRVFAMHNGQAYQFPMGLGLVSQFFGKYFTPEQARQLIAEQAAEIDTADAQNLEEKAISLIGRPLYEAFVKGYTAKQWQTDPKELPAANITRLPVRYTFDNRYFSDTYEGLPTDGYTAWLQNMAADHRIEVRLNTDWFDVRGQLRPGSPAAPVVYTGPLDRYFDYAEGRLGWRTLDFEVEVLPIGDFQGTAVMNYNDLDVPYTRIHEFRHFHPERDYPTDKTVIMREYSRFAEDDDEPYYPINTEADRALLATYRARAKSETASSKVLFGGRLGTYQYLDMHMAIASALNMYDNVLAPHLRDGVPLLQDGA
Mtb FBA inh: inhibits M. tuberculosis FBA enzyme | AID 588726 | inhibition, % at 1 µM | P9WQA3 | purified M. tuberculosis FBA, fluorescence read-out | 360,000 compounds, 2.3% hits; in the data active = inhibition above about 27%;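 note: 0% = vehicle and 100% = reference inhibitor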
Target sequence (P9WQA3 whole entry, looked up): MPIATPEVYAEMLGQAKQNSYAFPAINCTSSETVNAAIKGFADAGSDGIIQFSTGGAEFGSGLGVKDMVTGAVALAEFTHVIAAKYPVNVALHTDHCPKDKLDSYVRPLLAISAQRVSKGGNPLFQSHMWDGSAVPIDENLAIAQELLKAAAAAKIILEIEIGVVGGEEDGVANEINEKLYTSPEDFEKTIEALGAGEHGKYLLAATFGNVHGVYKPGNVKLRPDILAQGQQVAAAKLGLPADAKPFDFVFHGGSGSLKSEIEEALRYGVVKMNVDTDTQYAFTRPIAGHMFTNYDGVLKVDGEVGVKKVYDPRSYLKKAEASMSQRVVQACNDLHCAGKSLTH
GDH-TPI inh: GDH-TPI coupled enzyme inhibition counter-screen; GDH-TPI coupled enzyme counterscreen, NADH absorbance; inhibition, % at 4.8 µM; 360,000 compounds, 1.2% hits;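 note: 0% = DMSO wells and 100% = wells lacking the enzyme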
BoNT-F LC inh: blocks Botulinum neurotoxin F light chain protease | Multiplex microsphere protease cleavage assay, flow cytometry | inhibition, % at 10 µM | 360,000 compounds, 0.22% hits | AID 588497; in the data active = inhibition above about 35%, passing the limit was not always enough; inconclusive = no clear call, values can overlap the other calls; note: plate controls were buffer without enzyme for full effect and enzyme alone for no effect
PrPC surface inh: cell surface PrPC inhibition, primary TR-FRET screen; P04156; TR-FRET read-out; inhibition, % at 13.8 µM; 370,000 compounds, 0.43% hits; in the data active = inhibition above about 24%; note: 0% = median of the test wells and 100% = reference compound wells
BoNT A protease: inhibitors of Botulinum neurotoxin A light chain protease; inhibition, % at 10 µM; AID 588499; 360,000 compounds, 0.17% hits; multiplex microsphere protease substrate cleavage, flow cytometry; in the data active = inhibition above about 30%; inconclusive = no clear call, values can overlap the other calls; note: plate controls were buffer without enzyme for full effect and enzyme alone for no effect
BioA inh: inhibitors of Mycobacterium tuberculosis BioA enzyme. purified M. tuberculosis BioA enzyme, plate reader. inhibition, % at 9.99 µM. 360,000 compounds, 0.096% hits. AID 602481; in the data active = inhibition above about 40%; inconclusive = no clear call, values can overlap the other calls
CCHFV vOTU inh: CCHFV vOTU protease inhibition; inhibition, % at 11.5 µM; Pep-AMC fluorescence; 370,000 compounds, 0.55% hits; note: 0% = vehicle wells with enzyme and 100% = no enzyme wells
Starred values were filed as active, the others as inactive; ? = inconclusive; / = no result given; + = active, no number; & = joins results of further samples. Cut-off read from the data, not from the text of the source, unless noted: active = inhibition above about 30%; inactive = the rest.

SMILES	FadD28 binding	Mtb UGM inh	Mtb FBA inh	GDH-TPI inh	BoNT-F LC inh	PrPC surface inh	BoNT A protease	BioA inh	CCHFV vOTU inh
Oc1ccccc1-n1c(-c2ccccc2)ccc1-c1ccccc1	-1.2	-0.9	11	-2	21	-8	1.1	-1.1	9
Cc1cccnc1NC(=O)Cn1c(=O)oc2ccccc21	-2.3	-3.3	4	2	14	-7	0.7	-0.7	8
CCC(Oc1ccccc1)C(=O)Nc1cc(C)on1 (configuration not stated)	-3.8	-1.7	0	-5	-10	2	0.1	-0.5	4
COc1cccc(CNc2nc(NCc3ccccc3OC)nc3ccsc23)c1	-9.1	/	0	8	-11	11	-0.3	-1.1	-4
CCOc1ccc(CNC2CCCCCCC2)cc1OC	-2.5	-2.9	0	-4	18	-7	3.4	-1.7	10
C[C@H]1CCCCO[C@@H](CN(C)S(=O)(=O)c2ccc(F)cc2)[C@@H](C)CN([C@@H](C)CO)C(=O)c2cc(NC(=O)Nc3ccc4c(c3)OCO4)ccc2O1	-2.2	/	0	8	-6	-1	-0.7	-0.3	6
CCN(C(=O)CSc1ncn[nH]1)c1c(N)n(Cc2ccccc2)c(=O)[nH]c1=O	-0.5	1.9	5	-7	5	6	2.5	0.7	12
COC(=O)c1ccc(CSc2ccc3nnc(-c4cccc(F)c4)n3n2)o1	-1.4	1.7	2	11	-10	8	-0.9	1.0	12
COCCNc1nc(C(C)(C)C)nc2c1nnn2Cc1ccccc1Cl	0.6	/	-1	5	-12	-5	-2.1	/	-5
Cc1cccc(NS(=O)(=O)c2coc(C(N)=O)c2)c1C	1.0	0.9	8	11	-5	13	0.1	-3.6	6
Cc1ccc2sc(N(CCCN(C)C)C(=O)c3ccc(S(=O)(=O)N4CCCCCC4)cc3)nc2c1C	-1.7	-1.5	1	1	-4	-6	3.7	-3.3	9
COc1ccc(N=C2C(=O)N3c4c(cccc42)C(C)=CC3(C)C)cc1	1.0	0.0	3	9	-4	1	-0.3	/	-7
CCOc1ccc(CCN2C(=O)C(=O)N([C@@H](Cc3ccccc3)CN3CCC[C@H]3CN3C(=O)C(=O)NC[C@@H]3Cc3ccccc3)C[C@@H]2CC(C)C)cc1	/	/	/	/	10	2	0.2	/	17
OCCC1CN(CCCc2ccccc2)CCN1Cc1ccccc1 (configuration not stated)	-3.8	1.0	-2	2	-1	-4	0.3	-0.7	-6
O=C(Nc1nc2ccc(S(=O)(=O)N3CCCC3)cc2s1)C1CCCCC1	-4.2	-0.7	0	-7	-10	13	-0.8	0.5	-6
COCCN1C(=O)N[C@@H](c2cccs2)C(C(=O)OC)=C1C	0.0	1.1	0	1	1	3	-1.2	2.4	12
CC(=O)NC(C)(c1ccccc1)c1nc(-c2ccncc2)cs1 (configuration not stated)	-2.1	/	-2	8	-5	-5	0.0	-1.4	-3
COc1ccc(NC(=O)c2cc(S(=O)(=O)N3CCCCC3)ccc2C)cc1S(=O)(=O)N1CCOCC1	-2.9	/	-2	-7	3	7	-3.7	0.1	-8
Cc1cc2ncn(-c3ncnc4sc5c(c34)CCC(C)C5)c2cc1C (configuration not stated)	0.1	-0.7	2	1	-3	-5	-1.1	-1.1	2
CC(C)C[C@H]1COc2cc(N3CCC[C@@H]3CO)ccc2S(=O)(=O)N1	/	/	/	/	-6	5	-0.3	/	0

2 records drawn at random from those above:
SMILES	FadD28 binding	Mtb UGM inh	Mtb FBA inh	GDH-TPI inh	BoNT-F LC inh	PrPC surface inh	BoNT A protease	BioA inh	CCHFV vOTU inh
CC(=O)NC(C)(c1ccccc1)c1nc(-c2ccncc2)cs1 (configuration not stated)	-2.1	/	-2	8	-5	-5	0.0	-1.4	-3
OCCC1CN(CCCc2ccccc2)CCN1Cc1ccccc1 (configuration not stated)	-3.8	1.0	-2	2	-1	-4	0.3	-0.7	-6

The results go on.
SMILES	FadD28 binding	Mtb UGM inh	Mtb FBA inh	GDH-TPI inh	BoNT-F LC inh	PrPC surface inh	BoNT A protease	BioA inh	CCHFV vOTU inh
O=C(COC(=O)C1(c2ccccc2F)CCCC1)NCc1ccc2c(c1)OCO2	-1.4	2.1	3	6	-12	1	-0.7	/	12
CC(C)(C)C(=O)NC(=S)Nc1ccccc1C(=O)Nc1ccccc1	-1.8	-1.2	-4	-11	-2	6	0.0	-1.5	3
CCc1c(C)nc2ncnn2c1NCCc1ccccc1	0.4	0.2	-1	1	1	10	0.0	/	-13
COC(=O)[C@H](Cc1ccccc1)N(C)S(=O)(=O)c1cccc(S(=O)(=O)N(C)[C@@H](Cc2ccccc2)C(=O)OC)c1	-0.8	4.5	5	9	-2	-3	0.3	-0.4	7
CCOC(=O)C1CCCN(C2=NC(=O)/C(=C/c3ccc(OC)cc3)S2)C1 (configuration not stated)	-0.8	-1.3	1	23	6	-1	-0.3	-0.7	20
Cc1cccc(CNc2ncnc3ccc(-c4ccc5c(c4)OCO5)cc23)c1	-4.8	2.6	7	14	-4	2	-0.2	-0.4	0
Cc1ccc(NC(=O)c2csc(-c3ccccc3)c2C)cc1	-3.5	/	-7	5	0	-3	-0.3	0.7	-1
COc1ccc(NC(=S)N2CCC(N(C)CCN3CCOCC3)CC2)cc1Cl	-3.0	-2.7	-3	-5	-1	-3	0.0	-0.6	-10
C[C@@H]1CCC[C@@]2(O[C@H](CCO)C[C@@H](O)[C@@H]2O)O1	-2.6	2.9	-1	-3	-4	0	-0.2	-1.3	4
Cn1nnnc1SCC(=O)N1c2ccccc2CCc2ccccc21	-2.9	0.3	0	-5	-2	-2	-0.7	7.6	2
CC(=O)Nc1nc(S(=O)(=O)c2ccc(C)cc2)c(Cl)s1	-6.2	0.4	1	-6	-22	-5	-2.6	/	-10
CCOC(=O)C[n+]1c(C)sc2ccc(OC)cc21	-4.2	-3.4	0	7	?	/	1.2	-2.5	/
O=C(CSCc1n[nH]c(=O)[nH]1)NCCOc1cccc(Oc2ccccc2)c1	-5.0	-0.4	-1	2	-4	-3	-1.0	-1.3	0
C=C(C)Cn1c2ccc(NC(=O)CCc3cccc(Cl)c3)cc2c(=O)n1C	-3.5	/	+	5	0	13	0.0	-0.1	-101
CC(=O)NNC(=O)CC(=O)Nc1nc(C23CC4CC(CC(C4)C2)C3)cs1	-0.3	1.3	0	-2	-2	6	-1.0	/	-1
Cc1ccc(Cn2c(N3CCN(C)CC3)nc3c2c(=O)[nH]c(=O)n3C)cc1	-2.3	3.6	-2	3	-35	-6	0.4	0.2	8
O=C(Nc1cccc(F)c1)NC1CCCCCCC1	?	0.8	0	-2	4	8	-1.8	1.0	7
COc1ccc(N2CCN(CCCNC(=O)Cn3c(=O)c4cccn4c4ccccc43)CC2)cc1	-0.9	-3.3	0	3	1	1	-1.3	-0.2	-1
CCN1CC(CN(C)Cc2nc(-c3ccc(C(F)(F)F)cc3)oc2C)CC1=O (configuration not stated)	-1.6	0.1	-2	6	3	5	0.7	/	13
Cc1ccccc1-c1nc(CN2CCC(C(=O)NC3CC3)CC2)c(C)o1	-5.1	-2.3	-4	-12	8	7	2.0	/	13
CCN(CC)S(=O)(=O)c1ccc(Cl)c(NC(=O)COC(=O)C2CCCCC2)c1	-1.0	-2.8	-1	4	0	-1	-0.4	-2.5	7
C[C@@H]1CCCCO[C@H](CN(C)C(=O)Nc2cccc3ccccc23)[C@@H](C)CN([C@H](C)CO)C(=O)c2cc(NC(=O)c3ccccc3)ccc2O1	-2.0	/	5	-8	3	4	-0.4	-2.3&-0.8	5
Cc1cc(C)n(CC(C)NC(=O)c2cc(COc3c(F)cccc3F)on2)n1 (configuration not stated)	-0.8	-0.7	6	-2	3	9	-0.5	/	-2
c1ccc2c(C3CCO3)cccc2c1 (configuration not stated)	-0.4	5.7	3	2	5	/	-0.1	-0.4	/
O=C(Nc1cccc(S(=O)(=O)N2CCOCC2)c1)C1CCCC1	-2.2	-0.4	3	5	-9	3	-0.6	-2.0	10
COc1cc(OC)c(C(=O)/C=C/c2ccc(OCc3ccccc3)c(OC)c2)c(OC)c1	-2.5	1.3	0	17	?	-3	0.1	-0.4	15
CCOc1cccc(CN2CCC(n3nccc3NC(=O)C3CC3)CC2)c1O	-3.2	3.2	-2	-1	-9	-12	-0.3	0.4	7
Cc1cccc(OCc2ccccc2)n1	1.3	/	3	4	11	2	-0.2	-3.4	3
COc1ccc(NCc2nnc(-c3ccccc3)o2)cc1	1.7	1.5	-1	-2	-2	10	-0.6	1.7	-12
CCOC(=O)C1=C(CC)Nc2ccccc2N/C1=N\S(=O)(=O)c1cccc(C(C)=O)c1	-3.6	2.3	-4	11	-3	11	1.2	0.2	6
COc1cc(CNC2CCCC2)cc(OC)c1	-2.1	1.3	-2	2	-8	-2	1.0	0.6	-2
C=CCOC(=O)N1CCC2CC1c1cc(-c3ccc(OC)cc3)ccc12 (configuration not stated)	-3.1	/	-4	4	2	8	-0.5	0.1	4
Cc1ccc(CNc2ncc(-c3ccccc3)n2C)o1	-0.6	-0.7	3	8	-1	0	-0.6	/	5
COCCn1c(C23CC4CC(CC(C4)C2)C3)n[nH]c1=S	-1.9	-0.7	9	-8	-1	-6	-0.2	0.4	3
O=C(COC(=O)Cc1ccc(F)cc1)Nc1cc(S(=O)(=O)N2CCOCC2)ccc1N1CCCC1	-1.1	1.0	0	2	2	-3	-0.4	/	4
O=[N+]([O-])c1cccc(/C=N/Nc2nc(N3CCCCC3)nc(N3CCCCC3)n2)c1	-0.2	1.2	5	-2	1	-2	-0.9	-2.6	-9
CC(C)(C)C(=O)Nc1ccc(F)cc1[N+](=O)[O-]	-2.4	-1.0	2	10	3	6	-0.6	/	-2
O=C(CSCC(=O)NC1CC1)Nc1ccc2ccccc2c1	-1.5	/	6	5	-5	11	0.6	/	17
Cc1ccc(-n2cc(CNCCn3nc(C)cc3C)c(-c3ccc(F)cc3)n2)cc1	-1.6	3.8	-1	1	-12	3	-0.6	0.6	17
COc1cccc(NC(=O)CN2C(=O)NC3(CCCc4ccccc43)C2=O)c1 (configuration not stated)	1.4	/	3	8	1	-1	-2.5	-0.7	-8

An excerpt from above, showing only PrPC surface inh:
Structure | PrPC surface inh
COc1cc(OC)c(C(=O)/C=C/c2ccc(OCc3ccccc3)c(OC)c2)c(OC)c1 | -3
CCOc1cccc(CN2CCC(n3nccc3NC(=O)C3CC3)CC2)c1O | -12
Cc1cccc(OCc2ccccc2)n1 | 2

Other compounds follow:
SMILES	FadD28 binding	Mtb UGM inh	Mtb FBA inh	GDH-TPI inh	BoNT-F LC inh	PrPC surface inh	BoNT A protease	BioA inh	CCHFV vOTU inh
CC(C)CCn1c(=O)c2sccc2n2c(CCCC(=O)N3CCC(N4CCCCC4)CC3)nnc12	0.6	1.5	8	6	3	1	-1.1	-0.9	-1
C/C(=N\NC(=O)CNC(=O)c1ccc(F)cc1)c1ccco1	-0.9	-0.2	2	4	-1	-5	-0.9	-1.2	12
CCOC(=O)N1CCC(N2C(=O)c3cc(C(=O)NC4CCCCC4)ccc3C2O)CC1 (configuration not stated)	0.1	2.5	4	11	0	-4	0.7	-2.2	-5
COc1cccc(-c2cc(C(=O)Nc3ccccc3)c3ccccc3n2)c1	-1.2	-1.8	-3	13	/	9	/	0.9	-6
COC(=O)c1c(CCl)noc1C(=O)NCC1CCCO1 (configuration not stated)	-0.1	0.8	-1	-4	-5	-7	-0.9	0.1	-2
Cc1ccccc1N(Cc1cc(=O)[nH]c2ccccc12)C(=O)C(C)C	-0.9	2.0	4	11	8	0	5.2	-3.3	-6
Cc1ccc(S(=O)(=O)N2C[C@H]3n4c(=O)ccc(=O)n4C[C@H](OC(=O)NCc4ccccc4F)[C@@]3(O)C2)cc1	-8.4	/	-2	3	2	-3	0.2	-2.1	-1
CC1(C)CC2(CCO1)OC(=O)CC2C(=O)Nc1c(Cl)cccc1Cl (configuration not stated)	0.1	0.6	0	17	?	5	-3.5	/	-10
C=CCNC(=O)CCCCCNS(=O)(=O)c1ccc(OC)cc1	-2.3	-2.3	1	-2	-1	-2	1.6	-0.7	-11
CCOC(=O)C1(CCc2ccccc2)CCN(Cc2cccc3c2OCO3)CC1	-2.2	1.1	6	-1	-5	-3	-1.5	/	-10
CC(Sc1nc2ccccc2n1C)C(=O)Nc1ccc(N2CCOCC2)cc1 (configuration not stated)	-2.0	-1.4	1	-7	-4	6	-0.6	/	1
NC(=S)Nc1ccc(F)cc1F	-0.4	1.0	1	-13	?	5	2.3	-0.4	-7
Cc1[nH]nc2c1-c1nc3ccccc3nc1C(C)(C)C2	-1.5	-1.3	38*	25	10	21	3.0	/	-69
